# Screens deposited in PubChem BioAssay by several laboratories.
# VHR inh abs: DUSP3 (human) phosphatase inhibition | AID 1654 | inhibition, % at 13.3 µM | P51452 | 290,000 tested, 0.52% active | recombinant VHR phosphatase, pNPP absorbance; in the data active = inhibition above about 50%; also: some compounds called inactive have numbers as strong as hits
# Target sequence (P51452 whole entry, looked up): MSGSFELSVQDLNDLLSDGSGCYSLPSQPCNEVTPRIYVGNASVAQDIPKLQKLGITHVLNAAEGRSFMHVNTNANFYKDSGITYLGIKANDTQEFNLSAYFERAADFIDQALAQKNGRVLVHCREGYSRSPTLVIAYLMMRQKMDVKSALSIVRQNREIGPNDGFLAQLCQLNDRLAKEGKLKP
# GDH-TPI inh: GDH-TPI coupled enzyme inhibition counter-screen | AID 588335 | inhibition, % at 4.8 µM | GDH-TPI coupled enzyme counterscreen, NADH absorbance | 360,000 tested, 1.2% active; in the data active = inhibition above about 30%;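 also: 0% = DMSO wells and 100% = wells lacking the enzyme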
# UGM FP inh: blocks M. tuberculosis UGM enzyme. P9WIQ1. purified UGM, fluorescence polarization probe displacement. inhibition, % at 10 µM. 320,000 tested, 0.06% active; in the data active = inhibition above about 10%, passing the limit was not always enough
# Target sequence (P9WIQ1 whole entry, looked up): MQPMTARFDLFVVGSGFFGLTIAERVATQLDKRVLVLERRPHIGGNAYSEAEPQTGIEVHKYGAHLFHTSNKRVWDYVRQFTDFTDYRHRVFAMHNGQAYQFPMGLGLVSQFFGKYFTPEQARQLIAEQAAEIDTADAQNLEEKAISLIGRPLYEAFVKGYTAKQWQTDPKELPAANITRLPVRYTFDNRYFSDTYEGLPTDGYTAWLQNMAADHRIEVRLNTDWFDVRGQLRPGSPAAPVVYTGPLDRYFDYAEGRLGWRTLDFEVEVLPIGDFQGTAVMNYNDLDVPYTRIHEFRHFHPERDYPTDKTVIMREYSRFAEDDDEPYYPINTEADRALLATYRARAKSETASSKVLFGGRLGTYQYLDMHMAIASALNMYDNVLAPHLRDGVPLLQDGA
# MazEF act: increases E. coli MazEF RNase cleavage of RNA | 350,000 tested, 0.32% active | FAM/BHQ RNA-DNA oligo cleavage fluorescence, 5 h | activation, % at 20 µM | P0AE70; in the data active = activation above about 50%
# Target sequence (P0AE70 whole entry, looked up): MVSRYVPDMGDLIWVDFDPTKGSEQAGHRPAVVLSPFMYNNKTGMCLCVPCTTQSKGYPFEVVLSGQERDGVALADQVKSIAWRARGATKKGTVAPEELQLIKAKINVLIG
# FBA Mtb inh: Mtb fructose-bisphosphate aldolase inhibition; P9WQA3; purified M. tuberculosis FBA, fluorescence read-out; inhibition, % at 1 µM; 360,000 tested, 2.3% active; AID 588726; in the data active = inhibition above about 27%;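 also: 0% = vehicle and 100% = reference inhibitor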
# Target sequence (P9WQA3 whole entry, looked up): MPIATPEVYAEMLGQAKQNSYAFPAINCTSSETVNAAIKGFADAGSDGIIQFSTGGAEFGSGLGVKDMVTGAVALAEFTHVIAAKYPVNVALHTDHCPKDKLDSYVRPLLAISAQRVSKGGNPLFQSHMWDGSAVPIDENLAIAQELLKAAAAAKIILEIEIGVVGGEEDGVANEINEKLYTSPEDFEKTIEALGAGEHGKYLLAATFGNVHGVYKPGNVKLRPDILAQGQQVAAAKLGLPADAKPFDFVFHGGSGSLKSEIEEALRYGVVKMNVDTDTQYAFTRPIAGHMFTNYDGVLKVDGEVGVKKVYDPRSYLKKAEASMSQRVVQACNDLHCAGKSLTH
# SARS 3CLpro inh: SARS-CoV 3CLpro protease inhibition | 290,000 tested, 0.14% active | inhibition, % at 6 µM | P0C6X7 | recombinant SARS-CoV 3CLpro, quenched FRET peptide cleavage; in the data active = inhibition above about 12%
# PriA SSB inh: blocks PriA binding to SSB C-terminal tail. AlphaScreen SSBct-PriA binding, biotinylated peptide. AID 1272365. inhibition, % at 33 µM. 430,000 tested, 0.6% active; in the data active = inhibition mostly above about 37%, no sharp cut-off; inactive = mostly below about 20%;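 also: plate controls were negative control peptide for no effect and reference peptide for full effect; strong numbers were not always called active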
# Vc quorum ag: inducers of Vibrio cholerae quorum light production without autoinducers; activation, % at 18.7 µM; V. cholerae BH1578 lux reporter, luminescence, 6 h; 350,000 tested, 0.16% active; in the data active = activation mostly above about 9.7%, no sharp cut-off; also: not every result past the cut was called active; inactives centre near 0; reference of the scale not given here
# Rv3671c inh: inhibitors of M. tuberculosis serine protease Rv3671c. inhibition, % at 5.96 µM. 320,000 tested, 0.048% active. AID 2606; in the data active = inhibition above about 38%;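 also: extracellular domain of Rv3671c used as enzyme; 0% = enzyme with DMSO and 100% = no enzyme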
# Mtb BioA inh: blocks M. tuberculosis BioA enzyme activity; 360,000 tested, 0.096% active; inhibition, % at 9.99 µM; purified M. tuberculosis BioA enzyme, plate reader; in the data active = inhibition above about 40%
# * marks the source's active call; other numbers are inactive results; i = inactive; . = no result given; + = active, no number. Not all compounds are listed, so the mix of outcomes need not match the whole.
SMILES,VHR inh abs,GDH-TPI inh,UGM FP inh,MazEF act,FBA Mtb inh,SARS 3CLpro inh,PriA SSB inh,Vc quorum ag,Rv3671c inh,Mtb BioA inh
CN(C(=O)CN1C(=O)NC(C)(c2cccc(Br)c2)C1=O)C1CCCCC1 (configuration not stated),.,-5,0.3,4,1,.,-6,-0.5,17,-0.7
Cc1ccc(CCNC(=O)c2coc3nc4ccccc4nc23)cc1,21,10,3.2,90*,58*,8,0,-5.6,-14,-3.8
CC(C)COc1ccc(N)cc1OCC(C)C,16,11,-0.8,-1,1,-1,10,0.7,9,.
CCc1nc2ccc(C(=O)NCCCn3ccnc3)cn2c1N(C)Cc1cc2ccccc2s1,.,-4,.,.,-1,.,.,i,.,-0.2
COc1ccc(-c2oc3ccccc3c(=O)c2OC(=O)c2ccc(C)cc2)cc1,-4,8,-2.7,-12,2,-2,8,i,3,-0.7
COc1ccc2c(c1O)-c1c(OC)c(OC)cc3c1[C@H](C2)N(C)CC3,.,10,0.5,-1,4,.,4,-0.4,1,0.2
CCCC(=O)NC(=S)Nc1cccc(-c2nc3ncccc3o2)c1,-2,6,0.8,11,2,3,1,-0.5,-11,.
CCOc1ccccc1NC(=O)c1cc(Cl)ccc1NC(=O)c1ccco1,-10,-2,0.0,-19,-2,-5,0,-0.2,-2,.
Oc1ccccc1/C=N/Nc1ncc(Br)cn1,8,22,0.4,3,0,5,.,-2.4,-2,-0.7
COC(=O)CCCNC(=O)c1ccccn1,10,-8,-1.7,-1,4,-4,1,-0.2,-5,3.7
Cc1nn(Cc2cccc(F)c2)c(C)c1NC(=O)c1c([N+](=O)[O-])c(C)nn1C,31,6,-1.7,5,1,-1,7,-0.5,4,2.3
Cc1ccc2cc(CN(CCCO)S(=O)(=O)c3cccc4nsnc34)c(=O)[nH]c2c1,8,8,-0.3,-16,0,-2,1,-0.2,-5,0.6
COc1ccc(S(=O)(=O)NCc2cccs2)cc1,3,7,-0.6,0,-2,7,-21,-1.3,0,0.0
Nn1c(SCC(=O)NC2CCCCC2)nnc1-c1ccc(Cl)cc1,-18,-3,0.4,3,2,-3,-1,7.1,2,.
O=S(=O)(NC1Cc2ccccc2C1)c1ccccc1,10,12,-1.1,0,1,2,-3,-0.1,.,0.3
COC(=O)c1c(NC(NC(=O)CC(C)C)C(Cl)(Cl)Cl)sc2c1CCC2 (configuration not stated),4,0,-3.0,8,0,-2,1,-0.3,0,-0.8
CCN(C(=O)C(C)N1C(=O)/C(=C/c2ccco2)SC1=S)C1CCS(=O)(=O)C1 (configuration not stated),-27,17,-0.6,-20,-4,-3,16,-2.6,-14,7.4
NC(=O)CSc1nc(-c2ccccc2)nc2c1CCCC2,3,-10,2.5,4,3,-2,-7,-0.6,3,.
CCOC(=O)c1ccc(NC(=O)NCCN2CCCCC2)cc1,12,-2,.,8,1,-2,-1,-0.6,-5,-0.1
Brc1ccc(-c2nnc3n2CCCCC3)cc1,-21,4,1.3,-4,-1,-1,0,3.1,-8,12
COc1ccccc1N(CC(O)Cn1ccnc1C)S(=O)(=O)c1ccc(C)cc1 (configuration not stated),7,4,-0.5,1,-1,3,2,-0.8,8,.
NC(=O)C1CCN(c2oc(-c3ccc(F)cc3)nc2S(=O)(=O)c2ccccc2)CC1,.,10,-3.8,2,-1,.,-3,i,1,1.9
CC(C)CCn1c(=O)c2ccccc2n2c(CCC(=O)NCC3CCCO3)nnc12 (configuration not stated),-10,4,-0.3,8,3,-4,-4,-0.3,-11,1.5
CC(C)(C)NC(=O)Cn1c(SCC(=O)N2CCCCCC2)nc2ccccc21,10,-13,0.8,5,1,1,-3,-0.2,3,-0.7
CCCc1nnc(NC(=O)C(C)N2C(=O)C3C4C=CC(C4)C3C2=O)s1 (configuration not stated),18,2,0.9,3,2,0,-16,i,1,.
SMILES,VHR inh abs,GDH-TPI inh,UGM FP inh,MazEF act,FBA Mtb inh,SARS 3CLpro inh,PriA SSB inh,Vc quorum ag,Rv3671c inh,Mtb BioA inh
COc1ccc(OC)c(N(C(=O)c2ccco2)C(C(=O)NC2CCCC2)c2cc(OC)c(OC)c(OC)c2)c1 (configuration not stated),27,3,-0.8,10,-2,5,-8,-5.6,4,2.1
CCC(Oc1ccc2c(c1)C(=O)CC(C)(C)O2)C(=O)NCCN1CCCCCC1 (configuration not stated),-8,12,1.1,8,59*,0,1,-7.1,1,-0.8
CCCN(CCC)CCNS(=O)(=O)c1ccc2c(c1)oc(=O)n2C,23,4,-1.5,0,-2,6,-3,-3.8,7,0.9
O=C(Nc1ccc(F)c(Cl)c1)c1cc(C2CCCN(S(=O)(=O)c3cccc4cccnc34)C2)on1 (configuration not stated),.,3,.,.,-6,.,.,-0.1,.,0.1
CNC(=S)N/N=C/c1cn(Cc2c(F)cccc2Cl)c2ccccc12,-5,11,-1.3,2,-7,0,.,i,-7,.
Cc1ccc(-n2nnc3c(=O)n(Cc4ccccn4)cnc32)cc1C,4,-9,0.0,-3,-3,3,-4,i,-8,-0.3
Cc1ccc(O)c(NC(=O)CSc2n[nH]c(-c3ccccc3)n2)c1,14,-1,-1.0,-5,0,2,-5,i,-3,0.4
Cc1nn(C)c(C(=O)NNC(=O)Nc2cccc(C(F)(F)F)c2)c1Cl,23,7,-0.5,-4,1,2,-7,i,4,.
CCc1nc(C)cn1S(=O)(=O)c1ccc(Br)cc1,-8,7,3.2,-11,0,-4,-7,-0.5,.,-1.0
COc1ccc(COC(=O)Nc2c(SC)nsc2SC)cc1,13,-7,-0.7,-2,1,4,-11,-1.9,2,.
Cc1cc(-n2[nH]c(C)c(C)c2=O)nc(-c2ccccc2O)n1,15,18,-2.3,-2,-2,3,-12,-1.0,2,0.2
CCN(CC)P(=O)(Oc1cccc(C)c1)N(CC)CC,25,1,-3.0,1,-2,7,-2,i,9,-0.4
O=C(NCCc1c[nH]c2ccccc12)c1ccc2c(c1)OCO2,-8,0,2.1,8,-1,1,7,-4.8,1,1.8
COc1ccccc1-c1nnc(N)s1,-10,4,-0.5,6,46*,-1,-21,-1.6,6,.
CN(Cc1ccc(F)cc1)S(=O)(=O)c1ccc2[nH]c(=O)[nH]c2c1,.,11,.,-3,2,.,.,0.5,.,-0.1
O=C(NCc1cccnc1)c1cnc2sccn2c1=O,1,41*,-5.6,-2,21,-2,-6,-0.2,0,4.0
CCOc1ccc(-n2cnnn2)cc1S(=O)(=O)NCc1ccccc1,-4,-2,-1.4,7,-1,-2,4,-14,2,-0.5
Cn1c(=O)[nH]c(=O)c2c1nc(NCCCO)n2CCOc1ccccc1,18,-1,0.9,3,-4,0,-14,i,2,-3.3
CCN1CCCn2c1nc1c2c(=O)n(C)c(=O)n1C,-10,-5,-0.5,-7,-1,1,-3,-0.5,-1,.
CC(=O)OC[C@H]1COc2ccc3ccccc3c2[C@H]1N(C)C(C)=O,-1,-11,-0.3,1,3,2,-1,-0.2,-2,0.2
CCN=c1scc(C)n1/N=C/c1cc(Br)c(O)c(Br)c1,30,9,2.3,2,-2,5,.,-0.1,9,.
O=C(NN=C1CCCCCC1)C(=O)Nc1cccc(Br)c1,1,8,-0.7,-3,1,-2,-9,-0.7,5,-1.5
C#CCOc1ccc(/C=C2/C(=O)NN(c3ccccc3)C2=O)cc1OC,15,26,1.3,8,2,-3,-2,-0.5,0,-1.1
Clc1cccc(CNc2ccn3nc(-c4ccco4)cc3n2)c1,.,9,.,.,13,.,.,-0.2,.,-0.1
O=C1OC(CCl)CN1Cc1ccc([N+](=O)[O-])cc1 (configuration not stated),.,1,-3.6,1,0,.,-3,-0.4,0,.
SMILES,VHR inh abs,GDH-TPI inh,UGM FP inh,MazEF act,FBA Mtb inh,SARS 3CLpro inh,PriA SSB inh,Vc quorum ag,Rv3671c inh,Mtb BioA inh
OC(COc1ccc(-c2ccccc2)cc1)CN1CCOCC1 (configuration not stated),14,.,1.5,.,.,2,8,.,-4,.
C=CCNc1nc(C(=O)OCC(=O)c2ccc(OC)cc2OC)cs1,.,-3,0.3,-3,-2,.,0,i,4,-1.4
CC(=O)COc1cc(C)cc2oc(=O)cc(-c3ccccc3)c12,6,10,0.7,2,2,-1,-13,i,-6,.
COc1ccc(-c2cccc(NC(=O)c3ccco3)c2)nn1,.,-2,-0.1,-1,0,.,1,i,2,-0.4
CCc1nnc(NS(=O)(=O)c2ccc(N)cc2)s1,17,4,-0.8,4,5,3,-4,i,-1,-1.0
Cc1ccc(C)c(N(CC(=O)N2CCCCCC2)S(C)(=O)=O)c1,19,2,-1.3,5,1,-5,-5,-0.6,1,1.8
COc1ccc(OC)c(/C=C/C(=O)OCC(=O)Nc2cccc(Oc3ccccc3)c2)c1,34,0,4.1,-14,21,7,-6,0.1,-76,.
CC(C)=N/N=C1/NC(=O)C(CC(=O)Nc2cc(Cl)ccc2C)S1 (configuration not stated),-3,6,0.3,3,-2,2,.,-0.4,4,.
CCC1CCCCN1C(=S)Nc1ccc(SC(F)F)cc1 (configuration not stated),-4,1,2.4,4,-3,-3,-7,-0.2,-13,.
Cc1ccc(Nc2nc(-c3c(C)nc4ncccn34)cs2)cc1,10,7,3.1,19,5,1,6,-0.2,7,2.7
Cc1c(CCC(=O)NCCCN2CCCC2=O)c(=O)oc2cc(O)ccc12,-3,19,3.5,3,+,0,-4,0.2,0,-1.1
Cc1cccc2c(=O)c(C(=O)NCCCN3CCOCC3)c[nH]c12,53*,2,-1.4,8,0,1,8,-5.0,-5,-3.6
COc1ccc(NC(=S)NNC(=O)Cn2nc([N+](=O)[O-])cc2C)cc1,10,-1,1.9,5,1,5,-18,-0.4,-1,-0.7
c1ccc(Nc2nc(Nc3ccccc3)nc(N3CCNCC3)n2)cc1,22,13,1.1,3,4,-4,2,i,-10,-1.2
CCOC(=O)c1csc(-c2ccc([N+](=O)[O-])cc2)n1,-5,7,-2.6,11,-1,1,3,i,-2,.
O=C(O)c1ccccc1NS(=O)(=O)c1ccc(NN=Cc2cccc(Cl)c2)c([N+](=O)[O-])c1,.,0,-0.1,-26,-5,.,31,.,1,.
COc1ccc(NC(=O)c2sc(Cl)nc2-c2ccccc2)cc1,-1,3,-0.4,-2,-1,4,-16,-0.6,-2,0.6
OC1(c2ccc3c(c2)OCO3)CCN(Cc2ccc(F)cc2)CC1,4,-9,2.8,12,-1,0,-7,i,-6,0.0
COCC1CCCN(Cc2nc(-c3ccc4c(c3)OCO4)no2)C1 (configuration not stated),13,-2,-3.6,2,-2,2,-1,0.6,0,-1.7
COC(=O)c1ccc([N+](=O)[O-])c(CS(=O)(=O)c2ccc(Cl)cc2)c1,-2,6,1.1,-6,3,-3,16,i,-14,7.8
CCn1c2ccccc2c2cc(NC(=O)CN3CCCC3)ccc21,31,-1,0.2,7,3,1,-3,-0.4,-6,2.0
CCOc1cc(Cl)c(NC(=O)CC)cc1OCC,0,-4,-1.7,6,-2,1,-13,i,-8,-0.7
CC(C)[C@@H]1N[C@]2(C(=O)Nc3ccccc32)[C@@H]2C(=O)N(c3cccc(C(F)(F)F)c3)C(=O)[C@@H]21,25,6,0.1,6,2,0,-4,-0.3,5,1.0
CC(C)N1CC(O)=C(c2nc3ccccc3c(=O)[nH]2)C1=N,2,10,1.7,1,44*,1,0,2.2,1,.
COc1ccc(C2C(C(N)=O)=C(C)Nc3nc(-c4ccccc4OC)nn32)cc1OC (configuration not stated),12,10,1.5,0,2,1,-14,-0.5,-4,-0.3

# Not a retest: an excerpt of the list.
SMILES,VHR inh abs,GDH-TPI inh,UGM FP inh,MazEF act,FBA Mtb inh,SARS 3CLpro inh,PriA SSB inh,Vc quorum ag,Rv3671c inh,Mtb BioA inh
CCn1c2ccccc2c2cc(NC(=O)CN3CCCC3)ccc21,31,-1,0.2,7,3,1,-3,-0.4,-6,2.0
CCOc1cc(Cl)c(NC(=O)CC)cc1OCC,0,-4,-1.7,6,-2,1,-13,i,-8,-0.7
CC(C)[C@@H]1N[C@]2(C(=O)Nc3ccccc32)[C@@H]2C(=O)N(c3cccc(C(F)(F)F)c3)C(=O)[C@@H]21,25,6,0.1,6,2,0,-4,-0.3,5,1.0
CC(C)N1CC(O)=C(c2nc3ccccc3c(=O)[nH]2)C1=N,2,10,1.7,1,44*,1,0,2.2,1,.
COc1ccc(C2C(C(N)=O)=C(C)Nc3nc(-c4ccccc4OC)nn32)cc1OC (configuration not stated),12,10,1.5,0,2,1,-14,-0.5,-4,-0.3
